# Screening results (PubChem BioAssay)
# Pf gamet viab = late stage P. falciparum gametocyte viability inhibitors, primary screen, ATP luminescence, HTS. P. falciparum stage V gametocytes, 24 h. inhibition, % at 10.9 µM. AID 743093, 2013. 150,000 tested, 0.065% active;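 active = inhibition above the mean plus 3 SD of compounds within the control limits, set per campaign, cut at about 38% in these data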;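 also: 0% = DMSO wells and 100% = medium only without gametocytes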
# * marks the source's active call; other numbers are inactive results.
SMILES,Pf gamet viab
Cc1ccc(CNc2cc(C(=O)O)ccc2C)s1,4
Cc1cccc(Nc2nc(-c3ccc(F)cc3)cs2)n1,-5
C=CCN1C(=O)C2(OCCCO2)c2cccc(Cl)c21,-7
O=C(Cc1ccc(F)cc1)N1CCC(CC2CC(c3cccc(Br)c3)=NO2)(C(=O)NCC2CCCCC2)CC1 (stereo not drawn),2
Cn1cc(C(=O)N/N=C/C2=C(N3CCOCC3)C(=C/c3ccc([N+](=O)[O-])cc3)/CC2)ccc1=O,2
CC(C(=O)O)N(c1ccccc1Cl)S(C)(=O)=O (stereo not drawn),-12
CN1CCC(=C(c2ccccc2)c2ccc(Br)cc2)CC1,-7
CC(C)NS(=O)(=O)c1ccc(CCC(=O)NCc2ccccn2)cc1,-4
O=C(NNC(=O)c1ccc(-c2ccccc2)cc1)Nc1ccccc1,7
Cc1ccccc1-c1cc2nc(C)c(Cl)c(=O)n2[nH]1,9
Cc1ccc(S(=O)(=O)N2[C@@H](c3cccc(Cl)c3)C(C(=O)O)=CC[C@H]2c2cccs2)cc1,0
Oc1cccnc1Sc1cccc(C(F)(F)F)c1,2
NNC(=O)c1cc2cc(Oc3ccccc3)ccc2[nH]1,1
CC(C)(C)OC(=O)C[C@H]1C/C=C\C[C@@H](CC(=O)N[C@@H](CO)Cc2ccccc2)C(=O)N2CCC[C@H]2COC1=O,3
Cc1ccc([C@@H]2CC=C(C(=O)O)[C@H](c3ccc(F)cc3)N2S(=O)(=O)c2ccc(C)cc2)cc1,5
CC(C)(C)Nc1nc(Cl)nc(NC2CCCCC2)n1,-9
O=C(Nc1ccc(S(=O)(=O)Nc2ncccn2)cc1)c1cc([N+](=O)[O-])ccc1Cl,-5
COc1ccc([C@H]2CC(=O)C=C(c3ccc(Cl)c(C(F)(F)F)c3)C2)cc1OC,-8
CN1CCN(CCOCCOc2c(Cl)cc(Cl)cc2Cl)CC1,17
CN(Cc1ccco1)c1ncnc2ccc(-c3ccoc3)cc12,-13
CCN1CCN(c2ncc(C(=O)N3CCN(c4ccccc4OC)CC3)c3ccccc23)CC1,-10
NC(=O)C1CCN(CC(O)COc2ccc(-c3ccccc3)cc2)CC1 (stereo not drawn),5
Cc1ccc(Sc2ncccc2C(N)=O)cc1,-12
Cc1ccc2c(c1)sc1nc(=O)ccn12,3
Cc1cc(C)cc(C(=O)N(C)C2CCCN(Cc3ccccc3F)C2)c1 (stereo not drawn),-23
# (listing goes on)
SMILES,Pf gamet viab
CN1CCc2ccc(NC(=O)c3ccc(C(F)(F)F)cc3)cc2C1,0
COc1ccc(-c2c(-c3cc(OC)cc(OC)c3)n(C)c3ccc(Br)cc23)cc1,3
CC(=O)c1sc(Nc2cccc3ccccc23)nc1C,5
COc1ccc(-c2coc3cc(O[C@@H]4O[C@H](CO)[C@@H](O)[C@H](O)[C@H]4O)c(OC)cc3c2=O)cc1,5
COc1ccc(C=C(C#N)C#N)c(CSc2ccccn2)c1,10
CC(=O)c1cccc(Nc2nc(-c3cccnc3)cs2)c1,-16
COc1ccc(Nc2nccc3c2ncn3C)cc1,-2
C=CCNC(=O)N1CCCC(N2CCN(c3ccccc3OC)CC2)C1 (stereo not drawn),4
C=CCOc1ccc2c3c(c(=O)oc2c1)CCCC3,0
CCOC(=O)C1(Cc2ccccc2C)CCCN(C(=O)COC)C1 (stereo not drawn),14
COC(=O)Nc1c(-c2ccccc2)nc2ccc(Cl)cn12,-23
COc1ccc2sc(-c3ccccc3OC)c(-c3ccc(OC)nc3)c2c1,4
CCN1C(=O)[C@@H]2[C@@H](c3ccc(SC4CCCCC4)cc3)N3CCCC[C@@]3(C(=O)OC)[C@@H]2C1=O,0
COC(=O)CN1C(=O)[C@H]2[C@@H](c3ccc(C)o3)N3C(=O)CN(Cc4ccccc4)C(=O)[C@@]3(C)[C@H]2C1=O,4
COC(=O)/C=C/CC(C)OS(N)(=O)=O (stereo not drawn),-6
Cc1cccc(C(=O)N[C@@H]2c3ccccc3C[C@@H]2O)n1,13
CCCn1c(=O)c(C(=O)Nc2ccccc2C)c(O)c2ccccc21,26
CCOCCOc1cccc(C(=O)NC(c2ccccc2)c2ccccc2)c1,-27
O=C(NCc1cccnc1)C1CC(c2ccccc2O)=NO1 (stereo not drawn),7
CN(C)S(=O)(=O)n1cnc([C@@H]2[C@@H]3C(=O)OC[C@@H]3C[C@]23N=CN(Cc2ccccc2)C3=O)c1,14
COC(=O)c1cn(C(=O)c2cc(OC)cc(OC)c2)c2ccccc12,-5
Cc1ccccc1CC(=O)NCCN1CCOCC1,-1
C#CCOCCOCCOCCNc1nc(N2CCOCC2)nc(N2CCN(C(=O)[C@H](CCCCN)n3cc(CCCC)nn3)CC2)n1,-35
O=C(Cc1nnc(NC(=O)c2ccccc2)s1)N/N=C/c1ccc(O)cc1,4
O=C(Nc1ccc(NC(=O)c2cccc([N+](=O)[O-])c2)cc1)c1cccc([N+](=O)[O-])c1,-7
# (cont.)
SMILES,Pf gamet viab
Oc1ccccc1CN1CCN(C(O)(c2ccccc2)c2ccccc2)CC1,-2
NC(=O)CC(NC(=O)Cc1ccc(Br)cc1)c1ccc(N2CCN(c3ccccn3)CC2)c([N+](=O)[O-])c1 (stereo not drawn),5
O=C(COC(=O)/C=C/c1ccco1)NCCN1C(=O)CSC1=O,-37
CN1CCN(CC(O)COc2ccc(C(=O)O)cc2)CC1 (stereo not drawn),7
COc1ccccc1/C=C/C(=O)NC1CC2CCC1C2 (stereo not drawn),11
N=c1c2ccccc2nc2n1CCCCCCCCCCC2,-1
Cc1oc(CSCCSCc2cc(C(=O)O)c(C)o2)cc1C(=O)O,-15
CS(=O)(=O)c1ccc(C(=O)Nc2cc(-c3ccccc3)nn2-c2ccccc2)cc1,9
Cc1cc(C)nc(Nc2cccc(Cl)c2)n1,17
CCC(=O)Nc1cccc(-c2nc3ncccc3o2)c1C,9
COc1cccc([C@@H]2CC=C(C(=O)O)CN2S(=O)(=O)c2ccc(C)cc2)c1,-11
Cc1cccc(CCN2C(Nc3ccccc3)=NC[C@@H]2CC(C)C)c1,0
C/C(=N\Nc1nccnc1Cl)c1ccc(O)c(C)c1,12
Cc1ccc(C(C)C)c(OCC(O)CN2CCc3ccccc3C2)c1 (stereo not drawn),-11
Cc1ccc(C)c(Nc2cc(C)nc3ccccc23)c1,-22
O=[N+]([O-])c1cc([N+](=O)[O-])c(Oc2c(F)cc(F)cc2F)cc1NN1CCCCC1,1
Cc1cc(N)ccc1NC(=O)CN1CCOCC1,17
C#CCOCCOCCOCCNc1nc(N2CCN(C(=O)Cn3cc(CCCCN)nn3)CC2)nc(N2CCN(C(=O)[C@H](CCCCN)n3cc(CCCC)nn3)CC2)n1,-8
Cc1cc(C)c2c(n1)nn1c(C3CC3)cc(C(F)(F)F)nc21,-7
CN(C)CCCNC(=S)N(CCCO)Cc1cc2cc3c(cc2[nH]c1=O)OCO3,-10
O=C1c2ccccc2S(=O)(=O)N1Cc1ccccc1[N+](=O)[O-],4
CCCCCCSc1ccc([C@H]2N[C@@](CC(C)C)(C(=O)OC)[C@H]3C(=O)N(CC)C(=O)[C@@H]23)cc1,24
C=CCN1CCOc2ccc(C)cc2S1(=O)=O,-27
CCOc1ccc(C(=O)N2CCN(c3ncccn3)CC2)cc1,-42
COc1ccc([C@H]2CC(=O)C=C(/C=C/c3ccc(Cl)cc3)C2)cc1,-30
# Other structures follow.
SMILES,Pf gamet viab
O=C(Nc1nc2ccc(Br)cc2s1)c1ccco1,-22
O=C1CN(Cc2ccccc2)CC(=O)N1,-35
CC(=O)Nc1oc(-c2cccc3ccccc23)nc1C#N,3
CCNS(=O)(=O)c1ccc(CCC(=O)N2CCOCC2)cc1,7
Cc1cc(C)c(S(=O)(=O)Nc2cccc(C(=O)O)c2)cc1S(=O)(=O)Nc1cccc(C(=O)O)c1,-30
C[C@@H]1COC(=O)[C@H](CC(=O)OC(C)(C)C)C/C=C\C[C@@H](CC(=O)N[C@H](CO)Cc2ccccc2)C(=O)N1,-3
CCOc1cc(C(=O)NN2CCOCC2)cc(OCC)c1OCC,-9
CCCCn1c(Nc2ccc(OC)cc2)nc2ccccc21,-22
CCOc1cccc(CNc2nnnn2C)c1,10
COC(=O)C1=C(C)N(Cc2ccccc2)C(=NCC(C)C)N[C@H]1c1cccc(F)c1,21
CCOC(=O)c1c(NC(=O)CSc2nc3c(c(=O)n(C)c(=O)n3C)n2CC)sc(C)c1C,3
CCn1c(Oc2cccc(Br)c2)nc2c1c(=O)n(C)c(=O)n2C,21
COc1ccc(S(=O)(=O)N(C)C[C@H]2Oc3ccc(NC(=O)Nc4ccccc4)cc3C(=O)N([C@H](C)CO)C[C@@H]2C)cc1,-5
CC(C)c1ccc(/C=C/C(=O)N2CCOCC2)cc1,-4
COc1cc(OC)c(C2=NOC(C(=O)NCc3cccnc3)C2)cc1Cl (stereo not drawn),-10
O=C1NC(c2ccc(Cl)cc2)Oc2ccccc21 (stereo not drawn),-11
COC(C/C=C/[C@H](O)[C@@H](C)OCc1ccccc1)OC,8
O=S(=O)(c1ccc(Br)c2ccccc12)N1CCOCC1,1
Cc1cc(C)c(S(=O)(=O)NC2CC3CCC2C3)c(C)c1 (stereo not drawn),-9
Cc1ccc(C2=CC(=O)CC(C)(C)C2)cc1,22
CCc1nc(SCc2ccccc2C)n[nH]1,14
Cc1cc(O)c(Sc2ccccc2)c(=O)o1,-2
CN(C)CCNc1c2c(nc3ccccc13)CCC2,-5
COc1cccc(CSc2nccn2C)c1,14
O=C(O)c1ccccc1-c1cc2ccccc2[nH]1,-8

# A second format for some results above.
CCCCn1c(Nc2ccc(OC)cc2)nc2ccccc21
  Pf gamet viab = -22

CCOc1cccc(CNc2nnnn2C)c1
  Pf gamet viab = 10

COC(=O)C1=C(C)N(Cc2ccccc2)C(=NCC(C)C)N[C@H]1c1cccc(F)c1
  Pf gamet viab = 21

CCOC(=O)c1c(NC(=O)CSc2nc3c(c(=O)n(C)c(=O)n3C)n2CC)sc(C)c1C
  Pf gamet viab = 3

# Additional results follow.
SMILES,Pf gamet viab
COc1ccc(C2=NOC(C)(c3sc(-c4ccc(Cl)cc4)nc3C)C2)cc1 (stereo not drawn),-14
COc1ccc(C(=O)Nc2ccc(Nc3ccccc3)cc2)cc1OC,-19
Clc1cccc(-c2ccc3ncnc(NCc4cccnc4)c3c2)c1,8
CN1CCC(=O)N([C@H](COc2ccccc2)Cc2ccccc2)CC1,17
O=C(CCC(=O)NC12CC3CC(CC(C3)C1)C2)NC1CCCCC1,0
O=C(Cc1ccc(F)cc1)N1CCOCC1,12
C[C@H](CO)N1C[C@H](C)[C@@H](CN(C)S(=O)(=O)c2cn(C)cn2)Oc2ccc(NC(=O)Nc3ccc4c(c3)OCO4)cc2C1=O,-15
C[C@H]1CN(C2CCCCC2)C(=O)[C@@H]1CC(=O)NCc1ccccc1,-10
NCCNC(=O)c1c(NC(=O)c2ccccc2)sc2c1CCCC2,2
CCOc1ccc([C@@H]2CC=C(C(=O)O)[C@H](c3ccc(F)cc3)N2S(=O)(=O)c2ccc(C)cc2)cc1,20
O=C(Nc1ccc(S(=O)(=O)O)cc1)c1ccc2c(c1)S(=O)(=O)c1ccccc1C2=O,30
O=C(NCc1cccc(Br)c1)c1cc(-c2ccccc2)nn1CC1CC(c2cccnc2)=NO1 (stereo not drawn),14
C=CCOc1ccc(Br)cc1/C=C1\NC(=S)N(C(C)=O)C1=O,3
Oc1ccc(Cl)cc1CNCC1CCCCC1,4
Cc1ccc(NC(=O)Cc2ccc(Cl)cc2)nc1,16
CCO[C@H]1OC(C(=O)O)=C[C@@H](c2coc3ccccc3c2=O)[C@@H]1CCCO,22
Cn1c(SCCc2ccc([N+](=O)[O-])cc2)nccc1=O,5
CCCCNc1c(-c2ccc(SC3CCCCC3)cc2)nc2cnccn12,-28
CC(C)NC(=O)c1ccc(N(Cc2ccc(Cl)cc2)S(C)(=O)=O)cc1,-10
CCN(CC)CCSc1nc2ccccc2n1Cc1ccccc1,10
O=c1c2c3nc4ccccc4nc3n(-c3ccc4c(c3)OCCO4)c2ncn1C1CCCC1,22
O=C(NC1CCC(Oc2ccc(C(=O)O)cc2)CC1)NC12CC3CC(CC(C3)C1)C2 (stereo not drawn),-2
CCOC(=O)COc1ccc(Br)cc1/C=C1\SC(N)=NC1=O,-7

# Entries listed so far with an aryl methoxy group (18):
SMILES,Pf gamet viab
COc1ccc([C@H]2CC(=O)C=C(c3ccc(Cl)c(C(F)(F)F)c3)C2)cc1OC,-8
CCN1CCN(c2ncc(C(=O)N3CCN(c4ccccc4OC)CC3)c3ccccc23)CC1,-10
COc1ccc(-c2c(-c3cc(OC)cc(OC)c3)n(C)c3ccc(Br)cc23)cc1,3
COc1ccc(-c2coc3cc(O[C@@H]4O[C@H](CO)[C@@H](O)[C@H](O)[C@H]4O)c(OC)cc3c2=O)cc1,5
COc1ccc(C=C(C#N)C#N)c(CSc2ccccn2)c1,10
COc1ccc(Nc2nccc3c2ncn3C)cc1,-2
C=CCNC(=O)N1CCCC(N2CCN(c3ccccc3OC)CC2)C1 (stereo not drawn),4
COc1ccc2sc(-c3ccccc3OC)c(-c3ccc(OC)nc3)c2c1,4
COC(=O)c1cn(C(=O)c2cc(OC)cc(OC)c2)c2ccccc12,-5
COc1ccccc1/C=C/C(=O)NC1CC2CCC1C2 (stereo not drawn),11
COc1cccc([C@@H]2CC=C(C(=O)O)CN2S(=O)(=O)c2ccc(C)cc2)c1,-11
COc1ccc([C@H]2CC(=O)C=C(/C=C/c3ccc(Cl)cc3)C2)cc1,-30
CCCCn1c(Nc2ccc(OC)cc2)nc2ccccc21,-22
COc1ccc(S(=O)(=O)N(C)C[C@H]2Oc3ccc(NC(=O)Nc4ccccc4)cc3C(=O)N([C@H](C)CO)C[C@@H]2C)cc1,-5
COc1cc(OC)c(C2=NOC(C(=O)NCc3cccnc3)C2)cc1Cl (stereo not drawn),-10
COc1cccc(CSc2nccn2C)c1,14
COc1ccc(C2=NOC(C)(c3sc(-c4ccc(Cl)cc4)nc3C)C2)cc1 (stereo not drawn),-14
COc1ccc(C(=O)Nc2ccc(Nc3ccccc3)cc2)cc1OC,-19

# A portion of the library; rates above refer to the full screens.
